VLA-4 antagonist: inhibitors of LDV-FITC ligand binding to Mn2+-activated human VLA-4 integrin. P13612. Jurkat cells, LDV-FITC binding with Mn2+, flow cytometry; 100% = Mn2+-driven binding gain fully reversed. inhibition, % at 10 µM (by protocol). hit rate 0.2% among 24,000. AID 529;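 active = inhibition above 50%; inconclusive = compound itself fluorescent, judged against control cell fluorescence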;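 note: 0% = Mn2+ stimulated cells lacking compound and 100% = ligand binding without Mn2+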
Target sequence (P13612 whole entry, looked up): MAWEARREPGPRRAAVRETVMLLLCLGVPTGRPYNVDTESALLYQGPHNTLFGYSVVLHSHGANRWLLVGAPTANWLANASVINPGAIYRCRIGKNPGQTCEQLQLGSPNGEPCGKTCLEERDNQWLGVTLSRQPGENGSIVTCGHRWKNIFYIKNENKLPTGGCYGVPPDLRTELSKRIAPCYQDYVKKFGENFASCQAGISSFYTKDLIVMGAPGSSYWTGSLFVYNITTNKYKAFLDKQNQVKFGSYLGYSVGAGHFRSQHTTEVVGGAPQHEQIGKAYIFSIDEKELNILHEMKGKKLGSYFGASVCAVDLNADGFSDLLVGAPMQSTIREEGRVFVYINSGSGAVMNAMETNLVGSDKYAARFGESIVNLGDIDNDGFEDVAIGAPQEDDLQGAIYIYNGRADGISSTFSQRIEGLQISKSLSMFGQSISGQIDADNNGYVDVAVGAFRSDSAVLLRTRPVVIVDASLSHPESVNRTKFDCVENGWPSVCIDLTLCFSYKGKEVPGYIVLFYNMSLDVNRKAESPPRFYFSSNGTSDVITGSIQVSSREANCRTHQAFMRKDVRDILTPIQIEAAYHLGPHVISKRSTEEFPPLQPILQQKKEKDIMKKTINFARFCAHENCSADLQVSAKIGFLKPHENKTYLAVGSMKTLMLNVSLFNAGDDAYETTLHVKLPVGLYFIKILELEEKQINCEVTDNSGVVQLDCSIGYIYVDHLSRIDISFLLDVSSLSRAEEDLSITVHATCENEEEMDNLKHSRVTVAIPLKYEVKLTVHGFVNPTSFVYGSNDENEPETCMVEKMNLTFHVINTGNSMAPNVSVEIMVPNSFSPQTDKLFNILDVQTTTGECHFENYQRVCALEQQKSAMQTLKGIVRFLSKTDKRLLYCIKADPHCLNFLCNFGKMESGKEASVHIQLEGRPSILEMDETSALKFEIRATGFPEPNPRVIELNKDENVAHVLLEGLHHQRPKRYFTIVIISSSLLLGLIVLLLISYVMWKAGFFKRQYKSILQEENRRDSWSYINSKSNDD
LNCaP diff act: activators of LNCaP prostate cell differentiation. flow cytometry side scatter, 4 d. side scatter shift, % at 10 µM. hit rate 0.56% among 24,000;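 active = side scatter shift above 30%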;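 note: androgen-responsive LNCaP prostate cancer cells in charcoal-stripped serum medium; percent of cells past a gate set so DMSO wells show 10% shift; higher shift means more granular cells and more differentiation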
VLA-4 allo ag: allosterically activates the human VLA-4 integrin | 24,000 tested, under 10 active | activation, % at 10 µM (by protocol) | Jurkat cells, LDV-FITC binding, flow cytometry;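 active = fluorescent ligand binding to cells raised by more than 40% of the manganese-induced maximum; inconclusive = compound's own fluorescence above 85% of the ligand control signal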;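 note: 0% = ligand binding without compound and 100% = manganese-stimulated maximal binding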
Autofluor Jurkat: compound fluoresces in Jurkat cells, VLA-4 screen interference; fluorescence ratio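 (tested at 10 µM compound in the well)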; hit rate 0.61% among 24,000; compound autofluorescence, flow cytometry; active compounds read high; 1 = vehicle-only cell background; AID 576;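 active = fluorescence ratio above 2.44, which is 1 plus 3 SD of all ratios; inconclusive = signal too bright to measure linearly, ratio around 10 or more; inactive = fluorescence ratio below 2.44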;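 note: green fluorescence of cells measured with 488 nm excitation and 530 nm emission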
Starred values were filed as active, the others as inactive; ? = inconclusive; · = no result given. Only part of the results is shown; count on the stated rates, not on these rows.

SMILES	VLA-4 antagonist	LNCaP diff act	VLA-4 allo ag	Autofluor Jurkat
CCCc1noc2c1C(c1ccoc1)C(C#N)=C(N)N2 (stereo not drawn)	12	8	-7	0.97
COc1ccc(C(CC(=O)Nc2nccs2)n2cccc2)cc1 (stereo not drawn)	10	7	2	1.1
O=C(NC(O)C(=O)c1cccs1)c1cccnc1 (stereo not drawn)	2	14	3	1
O=C(C1CCCN(Cc2ccc3c(c2)OCO3)C1)N1CCCC1 (stereo not drawn)	-2	5	-2	1
CCOc1ccc(CCNC(=O)Cn2c(-c3nonc3N)nc3ccccc32)cc1OCC	-29	9	4	1.1
COC(=O)C1C(=O)c2c([nH]c(C(=O)OC3CCCC3)c2C)CC1C (stereo not drawn)	10	3	-10	1.1
CN1CCN(CC(=O)Nc2ccc(Cl)cc2Cl)CC1	4	·	-2	0.95
Nc1ccnc(C(F)(F)F)c1C(=O)c1ccccc1	12	8	-6	1.1
CC(NS(C)(=O)=O)C(c1cccs1)N1CCN(c2ccc(F)cc2)CC1 (stereo not drawn)	41	15	4	0.97
CCCN(CCC)CCCNC(=O)c1cc2cc3ccc(OC)cc3nc2o1	?	2	?	1
CCCS(=O)(=O)N1CCC(C(=O)NCCN(CC)c2ccccc2)CC1	-8	4	2	0.99
Cc1ccc(C2CC(c3ccccc3C)n3nc(N)nc3N2)cc1 (stereo not drawn)	3	3	5	1
CC1=C(C(=O)Nc2cccnc2)C(c2cccnc2)n2nc(-c3cccs3)nc2N1 (stereo not drawn)	-1	9	0	1
CCC(C)COC(=O)c1ccc(C(=O)O)cc1 (stereo not drawn)	5	2	-4	1
CCOC(=O)C1=C(CSc2nc(C)cc(C)c2C#N)OC(N)=C(C#N)C1c1cccs1 (stereo not drawn)	-13	9	2	1.2
O=C(Cn1nc(Cc2cccnc2)c2ccccc2c1=O)NCc1ccc2c(c1)OCO2	-3	6	1	1.1
COc1ccc(-c2nc(N3CCOCC3)nc3nn4c(C)c(CCC(=O)O)c(C)nc4c23)cc1	-1	3	-3	1.1
Cc1ccc(C)c(-n2c(CNC(=O)c3ccco3)nnc2SCC(=O)Nc2nccs2)c1	-26	5	0	0.93
COC(=O)Cc1csc(N)n1	0	19	0	0.98
COc1ccccc1N=Cc1nc(-c2ccccc2)oc1OC(C)=O	?	16	?	1.2
CC(CCc1ccccc1)NC(=O)C1CCN(S(=O)(=O)c2cnc[nH]2)CC1 (stereo not drawn)	0	7	1	1
COc1cccc(C(=O)Nc2ccc3nc(N4CCN(c5ncccn5)CC4)cc(C)c3c2)c1OC	39	7	-14	1.3
COC(=O)c1[nH]c2c(c1C)C(=O)CCC2	15	·	1	1.1
O=C1c2oc3ccc(F)cc3c(=O)c2C(c2cccc(O)c2)N1CCCN1CCOCC1 (stereo not drawn)	-2	5	0	0.99
CCCCn1nc(C(=O)N2CCc3ccccc32)c2ccccc2c1=O	-12	3	0	1.1
N#Cc1c(N)nc(N2CCCC2)c(C#N)c1-c1ccc(Cl)cc1	-26	4	-6	1.1
Cc1ccc(NC(=O)CCn2c(=O)oc3ccccc32)c(C)c1	?	0	?	1.4
COc1ccccc1NC(=O)CSc1nnc(-c2ccncc2)n1CC1CCCO1 (stereo not drawn)	-4	9	-6	1.1
O=C(c1cccs1)c1cn(CC(=O)N2CCc3ccccc3C2)c2ccccc12	-12	8	-2	1
COc1ccc(S(=O)(=O)NCCC(=O)NC2CCCCCCC2)cc1	-20	6	-2	0.96
O=C(Nc1nsc(-c2ccccc2)n1)c1ccncc1	-8	14	4	0.97
CCOc1ccccc1N1CCN(c2nc3ccccc3nc2C(C#N)C(=O)OC)CC1 (stereo not drawn)	-24	5	3	1.5
COc1cc(OC)c(N(C)C(=O)CCNC(=O)Cn2cnc3ccccc3c2=O)cc1Cl	2	5	1	0.99
CC(=O)Nc1ccc(S(=O)(=O)NC(CC(=O)O)c2ccc(OC(C)C)cc2)cc1 (stereo not drawn)	28	4	-3	1.1
O=C(CSc1nnc2sc3ccccc3n12)c1ccco1	-7	1	2	1
O=C(CCc1nc2ccccc2[nH]1)NCc1ccc2c(c1)OCO2	-14	2	6	0.87
CCOC(=O)c1cn(CC)c2cc(N3CCOCC3)c(F)cc2c1=O	2	3	-1	1.1
CC(=O)O[C@]1(C(C)=O)CC[C@H]2[C@@H]3C=C(C)C4=CC(=O)CC[C@]4(C)[C@H]3CC[C@@]21C	-7	11	-2	0.98
COc1cc(C(N)=O)ccc1OCc1ccccc1	-6	7	0	1.1
CCOC(=O)c1cnc2c(OC)cccc2c1N1CCN(c2ccc(OC)cc2)CC1	18	9	-8	1.2

Part of the list above, in CSV form:
SMILES,VLA-4 antagonist,LNCaP diff act,VLA-4 allo ag,Autofluor Jurkat
Cc1ccc(C)c(-n2c(CNC(=O)c3ccco3)nnc2SCC(=O)Nc2nccs2)c1,-26,5,0,0.93
COC(=O)Cc1csc(N)n1,0,19,0,0.98
COc1ccccc1N=Cc1nc(-c2ccccc2)oc1OC(C)=O,?,16,?,1.2
CC(CCc1ccccc1)NC(=O)C1CCN(S(=O)(=O)c2cnc[nH]2)CC1 (stereo not drawn),0,7,1,1

The listing continues:
SMILES	VLA-4 antagonist	LNCaP diff act	VLA-4 allo ag	Autofluor Jurkat
Cc1nc2sc(C(c3ccc(Cl)cc3)N3CCN(c4ccccc4F)CC3)c(O)n2n1 (stereo not drawn)	?	6	?	1.1
Cn1c(=O)cc(OCCCC(=O)NCc2ccccn2)c2ccccc21	-8	10	9	0.92
CCOCCCn1c(=S)[nH]c2ncccc2c1=O	-30	3	5	1.1
O=C(O)c1cc(=O)cc(C(=O)O)[nH]1	-8	1	-2	0.98
CCOC(=O)N1CCN(C(=O)CSc2nnc(Cc3ccccc3)o2)CC1	-1	2	-2	1
C=CCn1cc(C(=O)NCCCOC)c(=O)c2cc(S(=O)(=O)N(CC)CC)ccc21	-6	0	5	1
O=C(OCCCN1C(=O)c2ccccc2C1=O)c1ccco1	-60	13	-1	1.1
CC(NC(=O)c1ccc(N(C)C)cc1)C(c1cccs1)N1CCN(C)CC1 (stereo not drawn)	-8	9	2	0.98
O=C(NCc1ccccc1Cl)C1CCN(S(=O)(=O)N2CCCCCC2)CC1	-36	3	3	0.94
FC(F)(F)c1nnc2ccc(-n3ccnc3)nn12	-8	6	-6	1.1
CCCC(CCC)C(=O)NCCN1CCOCC1	-27	4	-7	1
CCS(=O)(=O)NCCc1csc(C)n1	-4	9	5	0.89
N=c1c(S(=O)(=O)c2ccc(Cl)cc2)cc2c(=O)n3ccccc3nc2n1CCN1CCOCC1	?	17	?	1.2
COc1ccc(C(=O)NCC(=O)NC2=NCCS2)cc1	18	2	1	1.1
COc1ccc(Cl)cc1S(=O)(=O)N1CCN(CC(=O)C(C)(C)C)CC1	14	2	4	1.1
CCCN1CCN(CCCNC(=O)Cn2nc(-c3ccccc3)ccc2=O)CC1	-5	15	-3	1.1
Cc1ccc(Cn2nnc3c(=O)n(CC(=O)NCC4CCCO4)cnc32)cc1 (stereo not drawn)	3	11	-1	1
CCN(CC)c1cc2nonc2c2nonc12	-3	5	-3	1.1
CCC(C)(NC(=O)CNC(C)=O)C(=O)NC1CCCCC1 (stereo not drawn)	?	4	?	0.99
CCCCCn1c(CNC(=O)c2cccs2)nc2ccccc21	19	7	-3	0.94
COc1ccc(CN2CC(C(=O)NCCCN3CCCCCC3)CC2=O)cc1 (stereo not drawn)	-10	7	-2	1
O=C1c2ccccc2C(=O)N1CCCc1nc(-c2ccc(Cl)cc2)no1	9	2	-10	1.1
Cc1ccc2nc(C)c(C)nc2c1N	31	2	-5	1.1
COc1ccccc1N1CCN(C(=O)c2cc(-c3cccs3)on2)CC1	-2	5	-1	1
CSc1oc(-c2ccc(F)cc2)nc1S(=O)(=O)c1ccccc1	2	6	-3	1.1
CCN(CCCNC(=O)C1CCN(S(=O)(=O)c2cccc3nonc23)CC1)Cc1ccccc1	-2	9	2	1.1
OC(CCN1CCCCC1)(c1ccccc1)C1CCCCC1 (stereo not drawn)	-10	3	2	1.1
COc1ccc(NC(=O)N2CCC(O)(c3cccnc3)CC2)c(OC)c1	14	9	-2	1
Cc1cc(C)cc(N(CC(=O)NC2CCC(C)CC2)S(=O)(=O)c2c(C)noc2C)c1 (stereo not drawn)	4	3	4	1
O=c1cc(N2CCCC2)[nH]c(=O)n1-c1ccc(Cl)cc1	4	10	-10	1.1
Cn1c(=O)cc(SCC(=O)N2CCN(C3CCCCC3)CC2)c2ccccc21	?	17	?	1.1
COC(=O)c1cc(=O)[nH]c(SCc2cccc(C)c2)n1	?	12	?	1.3
O=C(C(Cc1ccccc1)n1cccc1)N1CCc2ccccc21 (stereo not drawn)	10	9	1	0.87
CC(=O)Nc1cc(NC(C)=O)cc(C(=O)NC(C)(C)C)c1	8	14	-3	0.99
COc1cc2c(cc1OC)-c1nncn1C(C)(C)C2	-24	14	2	1
CCCCCCSc1cc(C)nc2ncnn12	1	10	-5	0.95
CCOC(=O)C1C2C=CC3(CN(Cc4ccco4)C(=O)C13)O2 (stereo not drawn)	-13	13	-2	0.92
CC(=O)c1c(C)[nH]c(C(=O)Nc2c(C)n(C)n(-c3ccccc3)c2=O)c1C	4	7	-8	1
Cc1ccc2[nH]c(C)c(CN(C)C3CCN(C)CC3)c(=O)c2c1	-6	9	11	1
COC(=O)C1=C(C(=O)c2ccccc2)C(c2cccs2)n2nnnc2N1 (stereo not drawn)	-22	0	-1	1.1
C=CCNC(=O)c1scc2c1CCCC2	10	13	-3	1
O=C(CN1C(=O)C2C3C=CC(C3)C2C1=O)N1CC=C(c2ccccc2)CC1 (stereo not drawn)	4	6	0	0.87
COc1ccc(N(CC(=O)Nc2cc(C)ccc2C)S(=O)(=O)c2c(C)nn(C)c2C)cc1	-4	12	0	1
CC(=O)N1c2ccccc2NC2=C(C(=O)CCC2)C1c1ccc(F)cc1 (stereo not drawn)	-3	5	8	1.1
CC1=C(C(=O)Nc2ccccc2)C(c2cccnc2)n2nc(-c3cccnc3)nc2N1 (stereo not drawn)	9	4	1	1
O=S(=O)(c1ccccc1)N1CCSC1c1ccco1 (stereo not drawn)	-30	11	3	1
Cc1ccc2c(c1)NCC(C(=O)NCc1ccccc1)O2 (stereo not drawn)	7	1	-3	1.1
COc1ccccc1-c1nc(-c2ccccn2)no1	-12	6	0	1.1
Cc1ncoc1C(=O)Nc1cccc(Cl)c1	8	9	1	1.1
COC(=O)c1ccc(CSc2ccccc2C)o1	-5	9	-2	1.1
CCOC(=O)C1=C(c2ccccc2)N2CCS(=O)(=O)N=C2S1	4	6	-3	0.98
CCc1ccccc1NC(=O)COC(=O)C1CC(=O)N(c2ccc(F)cc2)C1 (stereo not drawn)	-26	10	24	0.79
Cn1cnnc1SCC(=O)OCN1C(=O)c2ccccc2C1=O	-27	17	18	0.8
COc1ccccc1N1CCN(S(=O)(=O)CC23CCC(CC2=O)C3(C)C)CC1 (stereo not drawn)	-19	8	6	0.91
CN(C)C(=O)N1CCC(C(=O)NCC2CCCO2)CC1 (stereo not drawn)	11	4	-2	1
O=C(CCS(=O)(=O)c1cccs1)N1CCCC1	2	3	-1	1
CCCSc1nnc(-c2ccccc2NC(=O)CC)c(=O)[nH]1	-19	11	2	1
CCN1C(=O)C2(C(C#N)=C(N)Oc3cc(C)oc(=O)c32)c2ccccc21 (stereo not drawn)	?	1	?	1.3
CNCCC(Oc1ccc(C(F)(F)F)cc1)c1ccccc1 (stereo not drawn)	-14	11	9	0.98
CCOCCCNC(=O)CCCn1nc(C)n2c(cc3sccc32)c1=O	?	4	?	1

Sorted by length of the SMILES (high to low): some entries from above
SMILES	VLA-4 antagonist	LNCaP diff act	VLA-4 allo ag	Autofluor Jurkat
CC1=C(C(=O)Nc2ccccc2)C(c2cccnc2)n2nc(-c3cccnc3)nc2N1 (stereo not drawn)	9	4	1	1
CCN1C(=O)C2(C(C#N)=C(N)Oc3cc(C)oc(=O)c32)c2ccccc21 (stereo not drawn)	?	1	?	1.3
CCOC(=O)C1=C(c2ccccc2)N2CCS(=O)(=O)N=C2S1	4	6	-3	0.98
CCOCCCNC(=O)CCCn1nc(C)n2c(cc3sccc32)c1=O	?	4	?	1

Additional structures follow.
SMILES	VLA-4 antagonist	LNCaP diff act	VLA-4 allo ag	Autofluor Jurkat
CCOC(=O)C1CCN(C(=O)C2CCN(S(=O)(=O)c3cc(Cl)ccc3Cl)CC2)CC1	-32	13	0	1
Cn1c(Cn2c(=O)sc3ccccc32)nnc1SCC(=O)N1CCCC1	-17	10	5	1.1
CCn1c(N)c(C(=O)NCC2CCCO2)sc1=S (stereo not drawn)	-7	2	3	1.1
COc1ccc(-c2cn3cccnc3n2)cc1NC(=O)c1ccc(Br)o1	1	7	-1	1.1
Cc1nnc(SCc2nc3ccccc3s2)n1-c1ccccc1	?	9	?	2.8*
Cc1ccccc1NC(=O)C1CCCN(S(=O)(=O)c2c(C)noc2C)C1 (stereo not drawn)	-18	6	2	1.1

Compound activity as filed in PubChem BioAssay.
